# MC4R ag barr = activates human MC4R beta-arrestin recruitment. P32245. U2OS MC4R beta-arrestin complementation, luminescence; percent of melanotan II response, DMSO zero. activation, % at 8.9 µM. actives 0.98% (n = 360,000). AID 540308;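 active = activation above a per-plate cutoff, the mean activation of sample wells on that plate plus 3 SD, cut at about 8% in these data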
# ABHD5-PLIN5 inh = blocks binding of human ABHD5 to perilipin-5 | Q00G26+Q8WTS1 | Split G. princeps luciferase complementation, luminescence, 4 h | inhibition, % at 4 µM | actives 0.78% (n = 360,000);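 active = inhibition above the mean inhibition across every tested compound plus 3 SD, cut at about 22% in these data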;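 also: 0% = DMSO only wells and the 100% control is not disclosed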
# MC4R antagonist = blocks human MC4R cAMP signaling. inhibition, % at 6.5 µM. P32245. actives 0.48% (n = 360,000). MC4R-expressing cells, MTII-stimulated cAMP, LANCE TR-FRET;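 active = inhibition above its plate's cutoff, the mean of tested wells on that plate plus 3 SD, cut at about 29% in these data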;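 also: 0% = Melanotan II alone and 100% = Melanotan II plus saturating MCL0020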
#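 Assay system: U2OS-MC4R stable cell line; Also added: Melanotan II; Technique: Eu-cAMP/anti-cAMP TR-FRET, emission 671 nm; Times: 30-min compound, 1-h challenge, 1-h detection, room temperature.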
# TLR9-MyD88 inh = inhibitors of human TLR9-MyD88 binding. Q9NR96+Q99836. CHO BLA complementation TLR9-MyD88, CCF4 FRET ratio. inhibition, % at 4.98 µM. actives 0.21% (n = 340,000). AID 504734;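 active = inhibition above the mean over all tested compounds plus 3 SD, cut at about 21% in these data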;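 also: 0% = DMSO only wells and 100% = clavulanate BLA inhibitor control wells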
# Target sequence (Q99836 whole entry, looked up): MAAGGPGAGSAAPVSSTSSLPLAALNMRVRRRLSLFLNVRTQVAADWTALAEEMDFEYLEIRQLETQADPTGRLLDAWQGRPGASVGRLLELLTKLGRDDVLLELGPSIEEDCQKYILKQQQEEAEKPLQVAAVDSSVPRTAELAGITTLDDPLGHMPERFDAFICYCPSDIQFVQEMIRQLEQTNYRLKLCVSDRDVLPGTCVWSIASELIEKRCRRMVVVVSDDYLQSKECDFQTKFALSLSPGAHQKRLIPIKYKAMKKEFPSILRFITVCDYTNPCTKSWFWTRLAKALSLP
# Target sequence (Q9NR96 whole entry, looked up): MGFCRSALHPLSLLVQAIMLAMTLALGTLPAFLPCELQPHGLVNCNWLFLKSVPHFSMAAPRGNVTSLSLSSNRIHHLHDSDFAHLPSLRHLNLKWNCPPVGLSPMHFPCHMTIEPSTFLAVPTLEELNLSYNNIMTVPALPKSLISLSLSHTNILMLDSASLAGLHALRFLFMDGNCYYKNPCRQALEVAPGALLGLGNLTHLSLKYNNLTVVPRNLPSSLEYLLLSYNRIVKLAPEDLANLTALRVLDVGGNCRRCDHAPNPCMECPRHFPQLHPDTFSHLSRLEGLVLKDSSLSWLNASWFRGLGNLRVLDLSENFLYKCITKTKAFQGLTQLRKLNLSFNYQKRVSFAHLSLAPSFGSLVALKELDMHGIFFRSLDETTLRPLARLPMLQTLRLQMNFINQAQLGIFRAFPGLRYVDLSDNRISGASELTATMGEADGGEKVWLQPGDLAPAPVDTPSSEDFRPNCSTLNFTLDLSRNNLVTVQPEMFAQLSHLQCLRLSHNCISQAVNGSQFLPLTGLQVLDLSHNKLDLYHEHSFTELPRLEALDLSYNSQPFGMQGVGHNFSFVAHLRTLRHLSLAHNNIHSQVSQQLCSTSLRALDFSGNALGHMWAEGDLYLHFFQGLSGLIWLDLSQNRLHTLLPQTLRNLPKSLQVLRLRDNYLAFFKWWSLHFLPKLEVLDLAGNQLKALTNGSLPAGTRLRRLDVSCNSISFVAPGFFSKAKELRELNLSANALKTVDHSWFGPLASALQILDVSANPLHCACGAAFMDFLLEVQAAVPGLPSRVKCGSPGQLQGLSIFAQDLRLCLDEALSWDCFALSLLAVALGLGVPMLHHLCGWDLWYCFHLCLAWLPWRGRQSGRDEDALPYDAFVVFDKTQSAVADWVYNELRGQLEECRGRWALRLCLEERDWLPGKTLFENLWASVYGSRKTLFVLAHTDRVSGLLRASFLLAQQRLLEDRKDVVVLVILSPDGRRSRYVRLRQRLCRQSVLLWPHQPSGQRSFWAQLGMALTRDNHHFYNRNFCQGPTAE
# Vif inh = inhibitors of HIV Vif. HEK293T cells, Vif self-association by quenched fluorescence, imaging, 24 h. AID 602346. actives 0.35% (n = 340,000). inhibition, % at 7.49 µM; in the data active = inhibition above about 50%, passing the limit was not always enough; inconclusive = no clear call, values can overlap the other calls; inactive = below about 31%; also: some results filed as inactive read as strong as hits
# NOD2 RIPK2 PPI = NOD2-RIPK2 protein interaction inhibition. O43353. CHO BLA complementation NOD2-RIPK2, CCF4 ratio. inhibition, % at 4.98 µM. actives 0.38% (n = 360,000). AID 624267; in the data active = inhibition above about 21%;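 also: 0% = vehicle only and 100% = reference blocker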
# Glyco luc inh = N-linked glycosylation inhibition; D54 ERlucT glycosylation luciferase reporter, 24 h; percent of 100 nM tunicamycin response; reporter increase, % at 12.5 µM; actives 0.23% (n = 360,000);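 active = mean luciferase reporter signal, scaled so untreated is 0 and the glycosylation-blocking control 100, at or above a set limit in every replicate; inconclusive = mean reaches the limit but not every replicate does; inactive = mean below the limit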;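 also: luciferase carries N-glycosylation sites so blocking glycosylation raises the light; 0% = median of neutral control wells and 100% = median of 100 nM tunicamycin wells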
# ABCB6 inh 2 = human ABCB6 transporter inhibition; Q9NP58; fluorescence ratio to DMSO, % at 10 µM; actives 0.19% (n = 360,000); AID 602162; K562-ABCB6 porphyrin accumulation, flow cytometry, 1 h; active compounds read low;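 active = fluorescence ratio to DMSO below 75%, the collection mean minus 3 SD; inconclusive = too few cells collected in the well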;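 also: signal is porphyrin accumulated inside mitochondria; 100% equals median channel fluorescence of DMSO control wells; lower ratio means ABCB6 inhibition with less porphyrin fluorescence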
# aDG glyco up = alpha-DG glycosylation activation; activation, % at 10 µM; Pro5-aDG cells, alpha-DG glycosylation AlphaScreen (IIH6); 0% Pro5, 100% B10-LARGE cell signal; actives 0.22% (n = 360,000); AID 624168;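 active = activation of at least 8% versus controls, or a plate z-score of at least 8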;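 also: Pro5 are CHO cells carrying HIG-tagged alpha-DG that lacks glycosylation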
# Granule exo inh = lytic granule exocytosis inhibition; TALL-104 LAMP-1 surface exposure, flow cytometry; cells stimulated with thapsigargin and PMA; inhibition, % at 10 µM; actives 0.66% (n = 360,000); AID 651702;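 active = inhibition above about 55%, limit read from the data; inconclusive = no clear call, values can overlap the other calls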
# An asterisk follows results filed as active; u = inconclusive; x = not tested or not shown. Only part of the results is shown, so the mix of outcomes need not match the whole.
SMILES,MC4R ag barr,ABHD5-PLIN5 inh,MC4R antagonist,TLR9-MyD88 inh,Vif inh,NOD2 RIPK2 PPI,Glyco luc inh,ABCB6 inh 2,aDG glyco up,Granule exo inh
CCC(=O)Nc1cccc(NC(=O)CSc2nc3c(c(=O)n(C)c(=O)n3C)n2C)c1,-1.9,10,13,-4,-11,-6,-1,174,0.0,-1
O=c1[nH][nH]cc1C=Nc1ccc(Cl)cc1Cl,0.1,-2,-6,-2,-2,1,0,97,-0.2,-1
COCCOC(=O)C1=C(C)OC(N)=C(C#N)C1c1ccco1 (configuration not stated),-2.1,-1,1,2,27,-5,1,99,0.1,4
O=C(COC(=O)CNC(=O)c1ccccc1)Nc1ccc(S(=O)(=O)N2CCOCC2)cc1,-1.8,4,-2,2,4,-10,1,97,-0.2,0
Cc1ccc2c(c1)nnn2C1CCN(S(=O)(=O)c2ccc(C(=O)N3C(C)CCCC3C)cc2)CC1 (configuration not stated),-2.3,-3,4,-4,-17,-7,-4,81,3.9,-1
Cc1ccc(C)c(N2CCN(C(=O)CCS(=O)(=O)c3ccc4c(c3)NC(=O)CO4)CC2)c1,-0.3,3,9,-6,-2,6,-3,96,1.5,-4
Cc1cc(=O)oc2c(C(=O)/C=C/c3ccccc3)c(O)ccc12,-0.4,8,-12,-4,3,-22,0,90,-0.4,5
Cc1ccccc1Nc1nc(N)nc(COC(=O)CCS(=O)(=O)c2ccccc2)n1,0.1,1,10,9,23,4,-1,102,-0.2,0
CCOc1ccccc1NC(=O)CCN1CCN(S(=O)(=O)c2ccc(OC)cc2)CC1,0.2,-5,16,3,9,-4,0,92,0.4,-1
C=CCn1c(=O)c(C(=O)NCCc2ccccc2)c(O)c2ccccc21,1.7,3,6,2,2,-4,1,97,-0.1,1
COC(=O)c1ccc(C(=O)OCCCc2nc3ccc(N)cc3[nH]2)cc1,-0.9,2,-2,0,-12,-11,0,98,-0.2,10
CCOC(=O)N1CCN(C(=O)c2cnn3c(C)c(Cc4ccc(C)cc4)c(C)nc23)CC1,-0.5,-4,1,-4,1,-8,0,111,0.1,0

# Rewritten with two lines to a compound: part of the list above
# Fields – MC4R ag barr	ABHD5-PLIN5 inh	MC4R antagonist	TLR9-MyD88 inh	Vif inh	NOD2 RIPK2 PPI	Glyco luc inh	ABCB6 inh 2	aDG glyco up	Granule exo inh
COC(=O)c1ccc(C(=O)OCCCc2nc3ccc(N)cc3[nH]2)cc1
    -0.9	2	-2	0	-12	-11	0	98	-0.2	10
CCC(=O)Nc1cccc(NC(=O)CSc2nc3c(c(=O)n(C)c(=O)n3C)n2C)c1
    -1.9	10	13	-4	-11	-6	-1	174	0.0	-1

# Remaining list, next part:
SMILES,MC4R ag barr,ABHD5-PLIN5 inh,MC4R antagonist,TLR9-MyD88 inh,Vif inh,NOD2 RIPK2 PPI,Glyco luc inh,ABCB6 inh 2,aDG glyco up,Granule exo inh
COC(=O)c1ccc(NC(=O)Nc2ccc(F)cc2F)cc1,1.2,-5,6,-4,-7,-6,2,94,0.1,-1
O=C(NCCCc1ccccc1)C1CCC(=O)N(CCc2ccc(Cl)cc2)C1 (configuration not stated),-2.1,2,-4,3,x,1,x,104,0.2,2
COc1cc(/C=C2\SC(=S)N(CC(=O)O)C2=O)ccc1OC(=O)c1ccco1,-1.7,-17,19,-1,1,-9,-4,114,-0.1,8
Cc1c(O)ccc(C(=O)COc2ccc(F)cc2)c1O,0.6,-3,5,6,-6,-6,-2,92,0.0,-3
Cc1cc(C)cc(OCC(=O)O/N=C(\N)c2ccccc2Cl)c1,-1.3,-4,2,3,0,-3,0,94,0.1,4
CCC(=O)N1C(=O)CCN(C(C)=O)c2ccccc21,-1.5,4,1,-2,x,-9,-1,88,0.1,-4
CS(=O)(=O)Nc1ccc(C(=O)NCCSCc2ccccc2)cc1,-1.2,6,-5,-2,-1,4,3,106,-0.3,1
Cc1cc(NC(=O)Cn2c(=O)c3c(ncn3CCC(C)C)n(Cc3ccccc3)c2=O)no1,-1.9,-6,3,-14,-15,0,1,99,2.5,-3
O=C(CN(C(=O)CCC(=O)Nc1nccs1)c1ccc(F)cc1)NCCc1ccccc1,-1.4,-4,4,-2,21,-13,1,98,0.1,-5
COc1ccc(OCC(=O)N/N=C/c2ccc(OC)c(OC)c2C(=O)O)cc1,-0.9,-1,0,-12,1,-1,1,99,-0.3,16
CCOc1ncccc1C(=O)N(C)CC(=O)Nc1ccc(C)cc1,-0.5,0,1,-4,-4,-5,0,84,-0.1,-2
CCc1ccccc1NC(=O)COC(=O)C1CC(=O)N(c2ccc(F)cc2)C1 (configuration not stated),-1.1,4,0,4,u,-9,1,134,-0.1,5
O=C(NNC(=O)c1cc2cc(OC(F)(F)F)ccc2[nH]1)c1cccc(C(F)(F)F)c1,-1.4,3,-1,-5,0,3,3,94,0.0,12
CCCCOc1ccc(C(=O)NCC(=O)NCCOc2ccccc2OC)cc1,-0.9,0,-1,3,2,-9,-1,90,-0.1,0
C(=N\N(Cc1ccccc1)c1ccccc1)/c1ccco1,-1.2,-8,9,0,10,-2,0,97,0.2,-3
COc1ccccc1Cc1c(-c2ccc(Cl)cc2)nc2c3ccccc3ccn12,x,-10,x,x,x,4,x,108,2.3,-9
COc1ccccc1N(CC(=O)NCc1ccc(F)cc1)C(=O)CCC(=O)Nc1ccccn1,-1.5,-2,5,0,-12,-6,1,108,-0.2,-6
C=CCN(CC=C)S(=O)(=O)c1ccc(NC(=S)NC(=O)/C=C/c2cccc3ccccc23)cc1,-2.5,-4,-1,-6,13,-3,3,87,-0.1,-3
CC1CN(C(=O)CN2C(=O)NC3(CCCC3)C2=O)C(=Nc2cccc(S(=O)(=O)N(C)C)c2)S1 (configuration not stated),-4.2,4,0,11,0,0,1,101,-0.2,-4
CCN(CC)CCN=CC1=C(O)CNC1=O,-2.1,0,4,6,16,-2,1,91,0.0,6
COc1ccc(-c2cc(C(=O)N3CCN(c4ccc(F)cc4)CC3)no2)cc1,3.9,2,1,4,2,-4,-3,146,0.2,-3
CN(C)c1ncnc2c1ccn2C1OC(CO)C(O)C1O (configuration not stated),-1.1,1,-4,-6,u,-8,-18,93,-0.4,-3
COc1cccc(Nc2ccc(N3CCCCC3)cc2)c1OC,-0.6,10,19,6,0,-3,-15,105,-0.6,-1
COc1ccc(-c2nnc(SCC(=O)N3CCCCC3)o2)cc1OC,0.0,3,14,-4,3,-6,0,100,0.0,4
CCOC(=O)CSc1nc(-c2ccc(OC)cc2)ns1,1.0,3,2,1,2,-3,0,89,0.0,0
COc1ccc(Nc2ncnc3sccc23)c(OC)c1,-1.9,-1,3,0,5,3,0,96,0.1,-12
CCCCn1cc(C(C)(C)C)c(C#N)c1NC(C)=O,-1.1,-2,8,-8,19,-3,1,103,0.2,-1
COc1ccc(C(=O)N2CCCC2(C)C(=O)NCC(C)C)cc1C(F)(F)F (configuration not stated),0.3,10,1,x,0,-10,0,96,-0.3,-1
COC(=O)c1nnn(-c2nonc2N)c1-c1cccs1,-0.6,-5,1,0,-10,-10,0,88,0.0,0
Cc1onc(-c2ccccc2Cl)c1C(=O)NCCn1c(C)cc2ccccc21,-1.3,8,-6,0,x,-10,-1,105,-0.2,6
O=c1c2c3nc4ccccc4nc3n(/N=C/c3ccncc3)c2ncn1-c1ccccc1,-1.1,4,3,x,12,4,2,100,-0.2,-3
Cc1ccc(S(=O)(=O)/N=c2\scc(C)n2C)cc1,-1.0,4,6,-2,-9,2,3,97,-0.1,33
O=C(Nc1nccs1)c1ccc(N2C(=O)C3CCCCC3C2=O)cc1 (configuration not stated),-2.1,-5,-2,9,1,-9,1,94,-0.1,0
CCOc1ccc(C2C(C(=O)c3cccs3)=C(O)C(=O)N2Cc2cccnc2)cc1 (configuration not stated),1.1,-2,-3,-1,u,1,0,96,0.6,-4
COc1ccc(NC(=O)c2cc(C)no2)cc1,3.6,6,8,4,-8,-9,-1,95,0.0,2
O=C(CN1CCN(c2ncccn2)CC1)N1CCCC1,-0.8,4,1,-1,7,-2,0,97,-0.1,-1

# Part of the list above in order of molecular weight, rising.
SMILES,MC4R ag barr,ABHD5-PLIN5 inh,MC4R antagonist,TLR9-MyD88 inh,Vif inh,NOD2 RIPK2 PPI,Glyco luc inh,ABCB6 inh 2,aDG glyco up,Granule exo inh
O=c1[nH][nH]cc1C=Nc1ccc(Cl)cc1Cl,0.1,-2,-6,-2,-2,1,0,97,-0.2,-1
CCCCn1cc(C(C)(C)C)c(C#N)c1NC(C)=O,-1.1,-2,8,-8,19,-3,1,103,0.2,-1
COc1ccc(Nc2ncnc3sccc23)c(OC)c1,-1.9,-1,3,0,5,3,0,96,0.1,-12
COCCOC(=O)C1=C(C)OC(N)=C(C#N)C1c1ccco1 (configuration not stated),-2.1,-1,1,2,27,-5,1,99,0.1,4
CCOc1ncccc1C(=O)N(C)CC(=O)Nc1ccc(C)cc1,-0.5,0,1,-4,-4,-5,0,84,-0.1,-2
O=c1c2c3nc4ccccc4nc3n(/N=C/c3ccncc3)c2ncn1-c1ccccc1,-1.1,4,3,x,12,4,2,100,-0.2,-3
CCOC(=O)N1CCN(C(=O)c2cnn3c(C)c(Cc4ccc(C)cc4)c(C)nc23)CC1,-0.5,-4,1,-4,1,-8,0,111,0.1,0
COc1ccccc1N(CC(=O)NCc1ccc(F)cc1)C(=O)CCC(=O)Nc1ccccn1,-1.5,-2,5,0,-12,-6,1,108,-0.2,-6
C=CCN(CC=C)S(=O)(=O)c1ccc(NC(=S)NC(=O)/C=C/c2cccc3ccccc23)cc1,-2.5,-4,-1,-6,13,-3,3,87,-0.1,-3

# More entries follow.
SMILES,MC4R ag barr,ABHD5-PLIN5 inh,MC4R antagonist,TLR9-MyD88 inh,Vif inh,NOD2 RIPK2 PPI,Glyco luc inh,ABCB6 inh 2,aDG glyco up,Granule exo inh
Nc1nc(SCC(=O)c2cc(F)ccc2F)n[nH]1,-3.1,-4,-1,4,4,-1,1,94,0.1,2
COc1ccc(/C=N/NC(=O)c2nn(-c3ccc(C)c(C)c3)c(=O)c3ccccc23)cc1,-1.4,5,5,-9,3,-2,-9,97,-0.3,5
O=C(NCCCN1CCCC1=O)c1cccc(S(=O)(=O)Nc2ccc(F)cc2)c1,-2.1,-6,4,1,-7,-8,0,104,-0.1,-3
COCc1cc(C)nc(OCC(=O)N/N=C/c2ccc(O)cc2)c1C#N,-1.1,-1,0,-5,-7,-6,-3,106,-0.2,2
O=C(Nc1ccccn1)C(=O)Nc1ccccn1,-0.4,-3,-4,2,21,-3,-5,95,0.0,-3
Cc1ccc2c(c1)C(N1CCCC1=O)CC(c1ccco1)N2 (configuration not stated),0.2,19,-3,6,4,4,-8,87,-0.1,87*
O=C(CCCc1c[nH]c2ccccc12)NCC1COc2ccccc2O1 (configuration not stated),-2.8,3,3,-1,-4,-13,-2,92,-0.1,-3
O=C(NC(=S)Nn1cnc2c(cnn2-c2ccccc2)c1=O)c1ccccc1,-0.4,0,-2,-5,-3,-1,0,111,-0.2,-10

# Compound activity from PubChem.
